hERG protect – compounds protecting human hERG from proarrhythmic drug block; activation (rescue from dofetilide block), less the hit threshold, % at 10 µM; AID 1511; Q12809; 0.51% of 310,000 active; CHO-hERG, FluxOR thallium flux, dofetilide IC70 present;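 active = activation above the mean of controls blocked by dofetilide plus 5 SD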;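 also: thallium influx through hERG after potassium depolarization seen as dye fluorescence rise; in these data hits start at about 4.7%; inactives centre near -7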
Target sequence (Q12809 whole entry, looked up): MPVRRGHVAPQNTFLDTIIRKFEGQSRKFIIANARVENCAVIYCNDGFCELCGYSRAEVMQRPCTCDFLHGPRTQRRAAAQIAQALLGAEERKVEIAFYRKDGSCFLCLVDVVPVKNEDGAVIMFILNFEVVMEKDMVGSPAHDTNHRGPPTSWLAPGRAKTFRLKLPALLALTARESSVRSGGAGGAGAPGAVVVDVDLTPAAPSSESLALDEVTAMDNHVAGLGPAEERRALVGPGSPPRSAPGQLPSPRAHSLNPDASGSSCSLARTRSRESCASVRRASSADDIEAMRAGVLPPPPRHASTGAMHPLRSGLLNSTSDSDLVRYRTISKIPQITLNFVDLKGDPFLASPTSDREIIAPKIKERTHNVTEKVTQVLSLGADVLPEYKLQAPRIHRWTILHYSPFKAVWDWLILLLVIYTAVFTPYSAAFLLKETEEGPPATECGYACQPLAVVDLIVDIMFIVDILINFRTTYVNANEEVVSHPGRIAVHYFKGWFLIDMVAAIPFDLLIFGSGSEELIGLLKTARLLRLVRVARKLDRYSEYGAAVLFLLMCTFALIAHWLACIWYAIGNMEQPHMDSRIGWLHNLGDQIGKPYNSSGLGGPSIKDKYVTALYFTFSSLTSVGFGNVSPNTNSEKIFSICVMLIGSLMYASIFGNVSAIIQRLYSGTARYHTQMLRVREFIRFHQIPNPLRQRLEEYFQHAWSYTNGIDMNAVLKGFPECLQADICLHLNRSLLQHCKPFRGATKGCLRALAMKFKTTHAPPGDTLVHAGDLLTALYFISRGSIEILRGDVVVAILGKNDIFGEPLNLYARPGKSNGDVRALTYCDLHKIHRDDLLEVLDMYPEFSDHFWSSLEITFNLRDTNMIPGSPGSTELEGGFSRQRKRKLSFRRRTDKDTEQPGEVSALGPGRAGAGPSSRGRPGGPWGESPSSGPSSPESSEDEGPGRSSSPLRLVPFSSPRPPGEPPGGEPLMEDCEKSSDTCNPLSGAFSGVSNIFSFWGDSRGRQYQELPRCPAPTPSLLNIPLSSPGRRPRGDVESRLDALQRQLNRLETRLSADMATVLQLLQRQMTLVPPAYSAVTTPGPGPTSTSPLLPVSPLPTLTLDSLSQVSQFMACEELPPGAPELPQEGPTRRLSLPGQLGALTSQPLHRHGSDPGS
KCNQ1 pot – potentiators or activators of human KCNQ1 potassium channel. AID 2648. 0.35% of 310,000 active. B-score at 10 µM. CHO-K1 KCNQ1, thallium flux FluxOR fluorescence; hits give high values;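 active = fluorescence ratio B-score, a plate-corrected score, at least three library SD, with initial intensity B-score within 5 SD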
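System: Stable KCNQ1 CHO-K1 line | Incubation: 90 min dye loading and 20 min compound exposure, both at room temperature | Measure: Ratio B score | Medium: Assay buffer for compound exposure, DMSO matched across wells | Compound dosing: Single-concentration screen | Probe or stimulus: K+/Tl+ depolarizing stimulus | Measured by: Kinetic FluxOR fluorescence, 10 s baseline plus 110 s post-stimulus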
KCNK3 inh – human KCNK3 channel inhibition, primary screen; O14649; CHO-KCNK3 thallium flux, FluxOR fluorescence; hits give low values; B-score at 10 µM; 0.84% of 340,000 active; AID 602410;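 active = B-score under library mean minus 4 SD, starting fluorescence ratio at most library mean plus 5 SD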;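 also: more negative B-score means stronger inhibition of thallium flux through KCNK3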
TMEM16A act – activators or potentiators of mouse TMEM16A chloride channel. AID 623877. HEK293 TMEM16A/YFP-H148Q/I152L, iodide quench fluorescence; hits give low values. Q8BHY3. B-score at 10 µM. 0.3% of 340,000 active;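 active = fluorescence-ratio B-score plate-corrected deviation score at least 3 library SD below zero, with starting fluorescence score within 5 deviations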;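 also: channel opened by trigger with iodide after compound preincubation; score built on the fluorescence ratio of max minus min over baseline; more negative score means more quench and so TMEM16A activation or potentiation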
MrgX1 agonist – human MrgX1 receptor agonism, primary screen; Q96LB2; MrgX1-HEK293 cells, Fluo-4 calcium fluorescence, agonist mode; hits give high values; B-score at 10 µM; 0.44% of 310,000 active;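 active = calcium response B-score plate-corrected fluorescence ratio at least 3 library SD, with starting fluorescence B-score inside 5 SD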
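times = overnight plating, then 30 min 37 °C plus 30 min room-temperature dye loading | assay system = stable human MrgX1 HEK293 cell line | input = fifteen thousand cells per well | signal = kinetic calcium dye fluorescence, Fluo-4 NW | dosing = compound delivered in addition one of three | read-out = B-scored fluorescence response ratio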
MrgX1 allo act – human MrgX1 positive allosteric modulation, primary screen; 0.63% of 310,000 active; MrgX1-HEK293, Fluo-4 calcium flux, FDSS; hits give high values; Q96LB2; B-score at 10 µM;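 active = plate-corrected calcium response at least 3 library SD above typical, normal starting fluorescence, not activating the receptor alone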;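 also: compound read alongside a low EC10 to EC30 dose of BAM8-22 agonist; peak minus trough fluorescence over baseline measured at the second addition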
RGS4 act – RGS4 potentiation or activation. HEK293 M3R/inducible RGS4, carbachol calcium flux Fluo4; hits give low values. B-score at 10 µM. 0.92% of 310,000 active. AID 463111;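 active = B-score of the integrated calcium signal more than 4 SD below the library mean, with starting fluorescence not abnormally high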;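 also: negative B-score means reduced calcium response which marks RGS4 activation or potentiation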
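test system = HEK293 cells with stable M3R and inducible RGS4 | schedule = recording 10 s baseline at 1 Hz, 100 s post-agonist | technique = Fluo4-AM (2 µM) calcium-flux fluorescence, kinetic read | measure = Agonist-evoked peak-minus-minimum fluorescence over baseline, integrated ratio, B score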
ANO1 block – mouse TMEM16A channel inhibition, primary screen | Q8BHY3 | HEK293 TMEM16A/YFP iodide influx fluorescence, ionomycin | normalized B-score (activity score, 25-100; higher = stronger inhibition) at 10 µM | 1.2% of 310,000 active | AID 588511;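 active = ratio plate-corrected score three or more library SD toward inhibition, starting fluorescence score within five deviations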;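 also: score derived from kinetic fluorescence span divided by baseline fluorescence per well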
RGS4 block – inhibitors of human RGS4. HEK293 M3R/RGS4 inducible, Fluo-4 calcium flux; hits give high values; triggered by carbachol at its EC20. B-score at 10 µM. AID 463165. 0.45% of 310,000 active. P49798;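 active = B-score, a plate-corrected calcium signal, over three deviations above library mean, with baseline fluorescence within five deviations of library mean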;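 also: RGS4 expression induced by doxycycline in cells with stable M3 receptor; B-score is computed from the integrated fluorescence ratio over baseline after carbachol; higher B-score means a larger calcium signal and so more RGS4 inhibition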
KCNQ1 block – inhibitors of human KCNQ1 potassium channel; P51787; AID 2642; 1.3% of 310,000 active; CHO-K1 KCNQ1, FluxOR thallium flux fluorescence; hits give high values; B-score at 10 µM;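 active = compounds whose thallium flux B-score, printed positive for inhibition, exceeds three library SD while starting fluorescence stays within three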;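 also: channel opened by potassium depolarization with thallium stimulus after 20 min compound exposure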
KCNK9 inh – human KCNK9 channel inhibition; Q9NPC2; HEK293 KCNK9, FluxOR thallium flux fluorescence; hits give low values; B-score at 10 µM; 1.2% of 310,000 active;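 active = ratio B-score over 3 SD below the library mean, with starting fluorescence within 5 SD of its mean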;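 also: negative B-score means less thallium flux so channel inhibition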
Numbers without * were called inactive; i = inactive; · = no result given.

mol | ANO1 block | hERG protect | KCNK9 inh | TMEM16A act | KCNK3 inh | MrgX1 agonist | MrgX1 allo act | KCNQ1 block | RGS4 block | RGS4 act | KCNQ1 pot
CCCC(=O)Nc1ccc(N2CCN(C(=O)c3cccs3)CC2)cc1 | i | -19 | i | i | i | i | i | i | i | i | i
CCCCOc1ccccc1NC(=O)CSc1nnnn1C(C)(C)C | i | -10 | i | i | i | i | 22* | i | i | i | i
CC(=O)C1=C(O)C(=O)N(Cc2ccccc2)C1c1cccc([N+](=O)[O-])c1 (centres undefined) | i | -7 | i | · | i | i | i | i | i | i | i
N/C(=N\OC(=O)CCCC(=O)O)c1ncc(C(F)(F)F)cc1Cl | i | 1 | i | i | i | i | i | i | i | i | i
COc1ccc(CNC(=O)C(=O)NC2CCC(C)CC2)cc1 (centres undefined) | i | -4 | i | i | i | i | i | i | i | i | i
COc1ccc(C2C(C#N)=C(N)Oc3c2oc(CO)cc3=O)c(OC)c1OC (centres undefined) | i | -7 | i | i | i | i | i | i | i | i | i
NCCc1nnc(SCC(=O)Nc2ccc(Br)cc2)o1 | i | -1 | i | i | i | i | i | i | i | i | i
COC(=O)CCCNC(=O)c1ccc2oc(CCCc3ccccc3)nc2c1 | i | -13 | i | i | i | i | i | i | i | i | i
CCC1CN(C)C2Cc3c([nH]c4ccccc34)C(=O)CC1C2C(=O)OC (centres undefined) | i | -5 | i | i | i | i | i | i | i | i | i
COc1ccc(S(=O)(=O)Nc2nc3c(s2)CCCC3)cc1 | i | -6 | i | i | i | i | i | i | i | i | i
COc1cc(NC(=O)c2cccc([N+](=O)[O-])c2C)ccc1NC(=O)c1ccco1 | i | -4 | i | i | i | i | i | i | i | i | i
CC1(c2ccc(OCC#N)cc2)C=C(c2ccc(OCC#N)cc2)n2nc(C(F)(F)F)nc2N1 (centres undefined) | i | -7 | -9.2* | i | i | i | i | i | i | i | i
CC(C)c1ccc(C(C)NCCS(=O)(=O)c2ccc(Cl)cc2)cc1 (centres undefined) | i | -15 | i | i | i | i | i | i | i | i | i
O=C(O)c1cccc(-n2cccc2/C=C2\NC(=O)N(Cc3ccc(F)cc3)C2=O)c1 | i | -7 | i | i | i | i | i | i | i | i | i
CN1c2ccsc2C(O)=C(C(=S)Nc2ccc(F)c(Cl)c2)S1(=O)=O | 25* | -4 | i | i | i | i | i | i | i | i | i
Cc1c(NS(=O)(=O)c2cc(C(=O)OCC(=O)N3CCC(C)CC3)ccc2Cl)c(=O)n(-c2ccccc2)n1C | i | -15 | i | i | i | i | i | i | i | i | i
CNC(=S)N1N=C(c2ccc(Br)cc2)CC1c1ccc(N(C)C)cc1 (centres undefined) | i | -6 | i | i | i | i | i | i | i | i | i
COC(=O)CSc1nc(C)cc(N2CCOCC2)n1 | i | -11 | i | i | i | i | i | i | i | i | i
Cc1ccc(S(=O)(=O)N2CCCCC2)cc1C(=O)NCC1CCCO1 (centres undefined) | i | -11 | i | i | i | i | i | i | i | i | i
O=S(=O)(Nc1cccc2ccccc12)c1ccccc1 | i | -10 | i | i | i | i | i | i | i | i | i
O=C(Nc1cc(Cl)ccc1N1CCCCC1)c1cccs1 | i | -2 | -7.3* | i | -14* | i | i | i | i | i | i
O=C(Nc1cc(S(=O)(=O)N2CCOCC2)ccc1N1CCCC1)C1COc2ccccc2O1 (centres undefined) | i | -12 | i | i | i | i | i | i | i | i | i
CC(=O)Nc1ccc(C2(c3ccc(NC(C)=O)cc3)NC(=O)c3ccccc32)cc1 | i | -3 | i | i | i | i | i | i | i | i | i
COC(=O)COc1ccc2c(=O)c(Oc3ccccc3)c(C)oc2c1 | i | -5 | i | i | i | i | i | i | i | i | i
CCOc1nc(NC(C)C)nc(NC(C)C)n1 | i | -5 | i | i | i | i | i | i | i | i | i
CCc1noc(C)c1C(=O)Nc1sc(C(=O)N(C)C)c(C)c1C#N | i | -8 | i | i | i | i | i | i | i | i | i
COc1ccc(-c2cc(C(F)(F)F)nc(SCc3cccc(C(=O)O)c3)n2)cc1 | i | -16 | i | i | i | i | i | i | i | i | i
CCc1ccc(C2=NNC(=Nc3c(C)n(C)n(-c4ccccc4)c3=O)SC2)cc1 | i | -21 | i | i | i | i | i | i | i | i | i
Cc1ccn2cc(CCNC(=O)C3CC=CCC3C(=O)O)nc2c1 (centres undefined) | i | -7 | i | i | i | i | i | i | i | i | i
Cc1cc(S(=O)(=O)NCc2ccco2)c(C)cc1Cl | i | -6 | i | i | i | i | i | i | i | i | i
COc1ccc(C)cc1NS(=O)(=O)c1cn(C)c(=O)n(C)c1=O | i | -6 | i | i | i | i | i | i | i | i | i
CCOC(=O)c1cnn(-c2cc(C)nc3c(-c4ccccc4)c(C)nn23)c1N | i | -6 | i | i | i | i | i | i | i | i | i
COc1ccccc1NC(=O)Nc1c(C)n(C)n(-c2ccccc2)c1=O | i | -10 | i | i | i | i | i | i | i | i | i
NS(=O)(=O)c1ccc(CNC(=O)c2ccccn2)cc1 | i | -5 | i | i | i | i | i | i | i | i | i
COc1ccccc1CC(=O)Nc1ccc(O)cc1C(=O)O | i | -10 | i | i | i | i | i | i | i | i | i
CCC(C)[C@H](NC(=O)N1CCn2c1nc1ccccc12)C(=O)NCc1ccccc1 (some centres undefined) | i | -8 | i | i | i | i | i | i | i | i | i
O=C(CSc1ccccc1C(=O)O)NC1CCCCCCC1 | i | -5 | i | i | i | i | i | i | i | i | i
N=c1n(CCN2CCCCC2)c2ccccc2n1CC(=O)c1ccc(Cl)c(Cl)c1 | i | -25 | i | i | i | i | i | i | i | i | i
Cc1[nH]c2ccccc2c1/C=N/NC(=O)c1ccc(N)cc1 | i | -2 | i | i | i | i | i | i | i | i | i
C/C=C/c1ccc(OCCCN2C(=O)NC(C)(C)C2=O)c(OC)c1 | i | -8 | i | i | i | i | i | i | i | i | i
Cc1ccc(C)c(NC(=O)c2ccc3nccnc3c2)c1 | i | -10 | i | i | i | i | i | i | i | i | i
Cn1cc(Cl)c(C(=O)OCC(=O)Nc2cccc(Cl)c2)n1 | · | -7 | i | i | i | · | · | i | i | i | i
COc1ccc(Nc2cc(C)nc3ccc(OC)cc23)cc1 | i | -7 | i | i | i | i | i | i | i | i | i
COc1cc(OC)c2c(-c3ccccc3)cc(=O)oc2c1 | i | -8 | i | i | i | i | i | i | i | i | i
O=C(COC(=O)CCc1nc2ccccc2c(=O)[nH]1)NCc1ccc(F)cc1 | i | -16 | i | i | i | i | i | i | i | i | i
CC(=O)c1cccc(CN2CCN(Cc3ccc(F)cc3)C(CCO)C2)c1 (centres undefined) | i | -5 | i | i | i | i | i | i | i | i | i
COc1ccc(CC(=O)N2CCN=C2SCc2cccc([N+](=O)[O-])c2)cc1 | i | -11 | i | i | i | i | i | i | i | i | i
COc1ccc(/C=C(\NC(=O)c2ccccc2)C(=O)NCCN2CCOCC2)cc1 | i | -5 | i | i | i | i | i | i | i | i | i
COc1cc2c(cc1OC)C1(CCCCC1)CN(C)C2 | i | -9 | i | i | i | i | i | i | i | i | i
CCOC(=O)c1c(-c2ccccc2)csc1NC(=O)c1cccc(N2C(=O)CCC2=O)c1 | i | -24 | i | i | i | i | i | i | i | i | i
COC(=O)[C@H](Cc1ccccc1)NC(=O)NCCC1=CCCCC1 | i | -13 | i | i | i | i | i | i | i | i | i
Cc1cc(F)ccc1NCc1ccccc1[N+](=O)[O-] | i | -5 | i | i | i | i | i | i | i | i | i
NS(=O)(=O)c1ccc(CCNC(=O)[C@@H]2CCCN2S(=O)(=O)c2ccccc2F)cc1 | i | -12 | i | i | i | i | i | i | i | i | i
O=C(NCCc1cccnc1)c1cc(COc2ccc(F)cc2Cl)on1 | i | -6 | i | i | i | i | i | i | i | i | i
Nn1c(SCc2ccccc2F)nnc1-c1ccncc1 | i | -4 | i | i | i | i | i | i | i | i | i
Cc1c(S(=O)(=O)NC2CCCCCC2)c(=O)n(C)c(=O)n1C | i | -13 | i | i | i | i | i | i | i | i | i
COc1ccc(/C=C(/NC(=O)c2ccco2)C(=O)Nc2ccc(C(=O)O)cc2)cc1 | i | -3 | i | i | i | i | i | i | i | i | i
O=C(Nc1nccs1)C1CCN(S(=O)(=O)c2cnc[nH]2)CC1 | i | -7 | i | i | i | i | i | i | i | i | i
CC(C)N(C(=O)CO/N=C/c1cccc([N+](=O)[O-])c1)C(C)C | i | -19 | i | i | i | i | i | i | i | i | i
Cc1cccc(OCC(=O)NCC(c2cccs2)N2CCOCC2)c1 (centres undefined) | i | -15 | i | i | i | i | i | i | i | i | i

Next compounds
mol | ANO1 block | hERG protect | KCNK9 inh | TMEM16A act | KCNK3 inh | MrgX1 agonist | MrgX1 allo act | KCNQ1 block | RGS4 block | RGS4 act | KCNQ1 pot
CC(C)(C)n1nc2c(c1NC(=O)Cc1ccc(Cl)cc1)CS(=O)(=O)C2 | i | -6 | i | i | i | i | i | i | i | i | i
CC1CC(C)CN(S(=O)(=O)N2CCC(C(=O)NCCC3=CCCCC3)CC2)C1 (centres undefined) | i | -8 | i | i | i | i | i | i | i | i | i
O=C(Cn1nnc2ccccc21)Nc1ccc([N+](=O)[O-])cc1 | i | -10 | i | i | i | i | i | i | i | i | i
O=C(O)c1ccc(Nc2ncc([N+](=O)[O-])cc2[N+](=O)[O-])cc1 | i | -1 | i | i | i | i | i | i | i | i | i
CCC(C)NS(=O)(=O)c1ccc(S(=O)(=O)N(CC(=O)Nc2ccccc2)CC2CCCO2)cc1 (centres undefined) | i | -11 | i | i | i | i | i | i | i | i | i

Record cards, from the list above. Values in the order: ANO1 block, hERG protect, KCNK9 inh, TMEM16A act, KCNK3 inh, MrgX1 agonist, MrgX1 allo act, KCNQ1 block, RGS4 block, RGS4 act, KCNQ1 pot
Entry for `CC1CC(C)CN(S(=O)(=O)N2CCC(C(=O)NCCC3=CCCCC3)CC2)C1` (centres undefined) = i, -8, i, i, i, i, i, i, i, i, i
Entry for `O=C(Cn1nnc2ccccc21)Nc1ccc([N+](=O)[O-])cc1` = i, -10, i, i, i, i, i, i, i, i, i

Screening results (PubChem BioAssay)

An unsorted share of the library; overall some 6.3% were active at least once.
